# Avidin bead fluor – green autofluorescence of compounds with avidin beads – biophysical, 488/530 nm, flow cytometry, artefact control, profiling panel; AID 1775, 2009; hit rate 0.38% among 220,000; fluorescence (KMESF) at 10 µM; compound fluorescence 488/530 nm; stronger effect = higher value; in the data active = fluorescence above about 47; also: inactives centre near 10
# Pf gamet viab – late stage P. falciparum gametocyte viability inhibitors, primary screen, ATP luminescence, HTS. AID 743093, 2013. hit rate 0.065% among 150,000. inhibition, % at 10.9 µM. P. falciparum stage V gametocytes, 24 h;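 active = inhibition above the mean plus 3 SD of compounds within the control limits, set per campaign, cut at about 38% in these data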;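 also: 0% = DMSO wells and 100% = medium only without gametocytes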
# * = called active by the depositor.
SMILES,Avidin bead fluor,Pf gamet viab
Cc1ccc(Oc2nc3ccccn3c(=O)c2/C=C(\C#N)C(=O)NC2CCS(=O)(=O)C2)cc1 (stereo not drawn),4,-9
COc1cccc2c1OC1(CCN(C(C)C)CC1)N1N=C(c3cccnc3)CC21 (stereo not drawn),5,4
Cc1c(N2C(=O)C3C4C=CC(C5CC45)C3C2=O)c(=O)n(-c2ccccc2)n1C (stereo not drawn),5,3
COc1ccc(C/C(C)=N/NC(=S)Nc2ccc(Cl)cc2)cc1,5,-5
FC(F)(F)c1cc(-c2cccs2)nc2cc(-c3cccs3)nn12,8,23
CC1(C)Cc2nc3oc4c(SCC(N)=O)ncnc4c3cc2CO1,6,-7
CN(C)CCCNCCCNC(=O)/C(=N\O)c1ccccc1,5,-10
O=C(Cc1ccccc1)NCC(=O)N/N=C/c1cccnc1,8,-3
COc1cc(/C=N/NC(=O)c2cc(C3CC3)[nH]n2)ccc1O,7,15
Cc1cc(NC(=O)CN2C(=O)NC3(CCCCCC3)C2=O)no1,8,-4
CC1Cc2ccccc2N1S(=O)(=O)c1cnc(Cl)c(Cl)c1 (stereo not drawn),6,-15
Cn1ccc(C(=O)N/N=C/c2ccccc2[N+](=O)[O-])n1,6,-19
CCS(=O)(=O)Nc1cccc(-c2nc3cccnc3s2)c1,8,5
Cc1ccc(N/N=C(\C#N)C(=N)N2CCCCC2)cc1,9,-8
C(=N\N1CCN(c2ccccn2)CC1)/c1ccccn1,6,-3
Nc1nc(CCl)nc(N(c2ccccc2)c2ccccc2)n1,3,-11
O=c1c2c3nc4ccccc4nc3n(/N=C/c3ccccn3)c2ncn1-c1ccccc1,5,-10
O=C(O/N=C1/CCCc2occc21)c1ccc(Cl)cc1Cl,6,6
Cc1ccc(NC(=O)c2c(F)cccc2Cl)cc1NS(C)(=O)=O,7,-10
CC(C)(C)NC(=O)NC(=O)CN1CCN(S(=O)(=O)c2ccc3c(c2)OCCO3)CC1,13,6
CC(C1CC2CCC1C2)N1CC(O)=C(c2nc3ccccc3[nH]2)C1=N (stereo not drawn),7,1
C=CCCCCCCCCC(=O)Nc1ncccn1,7,16
COc1ccc(NC(=O)Cn2ccc3c(OC)cccc3c2=O)cc1,7,1
CC(C)OP(=O)(OC(C)C)C(Nc1ccccc1)c1cccc([N+](=O)[O-])c1 (stereo not drawn),4,0
COc1ccc(/C=C/C(=O)Oc2cccc(/C=N/NC(=O)Cc3ccc(Br)cc3)c2)cc1,8,-27

# Sorted by number of heavy atoms (largest number first): 13 of the compounds above.
SMILES,Avidin bead fluor,Pf gamet viab
Cc1ccc(Oc2nc3ccccn3c(=O)c2/C=C(\C#N)C(=O)NC2CCS(=O)(=O)C2)cc1 (stereo not drawn),4,-9
COc1ccc(/C=C/C(=O)Oc2cccc(/C=N/NC(=O)Cc3ccc(Br)cc3)c2)cc1,8,-27
CC(C)(C)NC(=O)NC(=O)CN1CCN(S(=O)(=O)c2ccc3c(c2)OCCO3)CC1,13,6
COc1cccc2c1OC1(CCN(C(C)C)CC1)N1N=C(c3cccnc3)CC21 (stereo not drawn),5,4
Cc1c(N2C(=O)C3C4C=CC(C5CC45)C3C2=O)c(=O)n(-c2ccccc2)n1C (stereo not drawn),5,3
CC(C)OP(=O)(OC(C)C)C(Nc1ccccc1)c1cccc([N+](=O)[O-])c1 (stereo not drawn),4,0
CC(C1CC2CCC1C2)N1CC(O)=C(c2nc3ccccc3[nH]2)C1=N (stereo not drawn),7,1
CC1(C)Cc2nc3oc4c(SCC(N)=O)ncnc4c3cc2CO1,6,-7
Cc1ccc(NC(=O)c2c(F)cccc2Cl)cc1NS(C)(=O)=O,7,-10
Nc1nc(CCl)nc(N(c2ccccc2)c2ccccc2)n1,3,-11
O=C(O/N=C1/CCCc2occc21)c1ccc(Cl)cc1Cl,6,6
Cn1ccc(C(=O)N/N=C/c2ccccc2[N+](=O)[O-])n1,6,-19
C=CCCCCCCCCC(=O)Nc1ncccn1,7,16

# (next part)
SMILES,Avidin bead fluor,Pf gamet viab
COc1ccc2nc(N/C(N)=N/S(C)(=O)=O)nc(C)c2c1,4,0
COc1cccc(CNc2nc3nc(C)c(Cl)c(=O)n3[nH]2)c1,7,-12
Cc1cc(/C=N/Nc2ccc([N+](=O)[O-])cn2)c(C)n1-c1cccc(C(=O)O)c1,4,4
CCOc1ccc(N(CC(=O)Nc2cc(C)ccc2C)S(=O)(=O)c2c(C)[nH]c(=O)[nH]c2=O)cc1,6,1
N#Cc1c(N)n(-c2cccc(O)c2)c2nc3ccccc3nc12,3,-7
Cc1ccc(S(=O)(=O)NCc2c(-c3ccccc3)noc2C)cc1,8,8
C=CCn1c(O)c(/C=C2\C=NN=C2c2ccccc2)sc1=S,5,2
Cc1ccc(-c2c[n+](=O)c3c(n2[O-])CCC3)cc1,7,-10
Cc1cc(=O)[nH]c2c1c(-c1ccccc1)nn2C,5,-1
c1ccc(-c2cccs2)nc1,7,13
COc1ccc(N2C(=O)CC(SCc3ccc(Cl)cc3)C2=O)cc1 (stereo not drawn),8,9
COc1ccc(/C=C/C(=O)NCC(=O)n2nc(C)cc2C)cc1,5,5
O=C(Cc1cccs1)N/N=C/c1ccccc1,8,-26
CS(=O)(=O)N1CCN(C(=O)COc2ccc3ccccc3c2)CC1,8,-17
COc1ccccc1C(=O)Nc1nsc(-c2ccccc2)n1,8,5
CNC1(c2nnnn2-c2c(C)cccc2C)CCOC(C)(C)C1 (stereo not drawn),8,6
Clc1cccc(Cl)c1Cn1nnc(N2CCCC2)n1,8,-15
NC(=O)c1c(NC(=O)CSc2nc(N)cc(=O)[nH]2)sc2c1CCCC2,6,0
COc1ccc(NC(=O)C2CC(=O)N/C(=N/N=C/c3ccccc3)S2)cc1 (stereo not drawn),7,-4
O=C(CCCCl)NC(=S)Nc1ccc(CN2CCOCC2)cc1,7,13
CCN1CCN(c2cc(C)nc(-c3ccccc3O)n2)CC1,7,-1
CC(CNS(=O)(=O)c1ccccc1)(c1ccccc1)N1CCCCC1 (stereo not drawn),5,-16
O=C(O)c1ccccc1C1Nc2ccccc2C(=O)N1CCCN1CCOCC1 (stereo not drawn),7,10
CCOC(=O)CSc1nnc(-c2ccc3ncccc3c2)n1C,9,-10
CCCOc1ncnc2c1[nH]c1ccc(OC)cc12,6,3
# Next compounds follow.
SMILES,Avidin bead fluor,Pf gamet viab
Cc1ccc(S(=O)(=O)N(C)C)cc1NC(=O)c1cccnc1Oc1ccccc1,6,3
O=c1c(C(c2ccc(F)cc2)c2c(O)nc3n(c2=O)CCS3)c(O)nc2n1CCS2,7,7
Nc1ccc(Oc2ccccc2F)nc1,10,5
CCOC(=O)c1ccc(NC(=O)Cn2cnc3cc(C)c(C)cc32)cc1,7,-6
O=C(c1ccc([N+](=O)[O-])cc1)N1CCN(c2cccc3[nH]ccc23)CC1,6,2
COc1ccc(Cc2nnc(N/N=C(\C)c3ccccc3)[nH]c2=O)cc1OC,9,5
COc1ccc(/C=C2/CCCC(C(=O)C(F)(F)F)=C2O)cc1OC,6,-13
CCCCn1cnc2c(c(-c3ccccc3)c(-c3ccccc3)n2Cc2ccco2)c1=N,3,-11
CCCC(C(=O)O)n1c(O)c(C=C2N=c3ccccc3=N2)sc1=S (stereo not drawn),4,10
Cc1ccc(C(=O)N/N=C/c2ccc(-c3cccc(Cl)c3)o2)cn1,10,0
CCOC(=O)C1=C(N)N2C(=O)C(C)SC2=C(C(=O)OCC)C1c1ccc(O)cc1 (stereo not drawn),4,3
O=C(CCC1CCCN(c2ncccn2)C1)N1CCN(c2ccccn2)CC1 (stereo not drawn),6,15
COc1ccc(OC)c(-c2cc(-c3cccnc3)nc(N)c2C#N)c1,12,1
CCN(CC)CCN1C(=O)C(=O)/C(=C(/O)c2ccc3c(c2)CC(C)O3)C1c1ccc(OC)cc1 (stereo not drawn),3,2
COc1cc(/C=N/Nc2nncn2N)ccc1OCc1c(C)no[n+]1[O-],5,24
c1ccc(CCN=C2CCCc3c2[nH]c2ccccc32)cc1,4,2
O=C(NNc1ccc(Cl)cc1)c1cccs1,3,12
CN1CCN(c2ccc(CNC(=O)c3ccc4c(c3)OCCO4)cc2)CC1,4,-24
O=C(c1cc2ccccc2oc1=O)N1CCOCC1,8,-4
CCCCOC(=O)c1ccc(NC(=S)N2CCN(c3ncc4c(=O)c(C(=O)O)cn(CC)c4n3)CC2)cc1,5,-1
Cc1ccc(Nc2nc(=O)c3cccnc3s2)c(Br)c1,5,-11
O=C(c1cnn2c(C(F)F)cc(-c3ccccc3)nc12)N1CCCCC1c1cccnc1 (stereo not drawn),7,0
CN(C)/C=C(\C(=O)c1cccc(Cl)c1)c1nnnn1-c1ccccc1,7,-14
Nc1c(C(=O)O)sc2nc3c(cc12)CCCC3,8,6
CN(CC1CCOCC1)C(=O)CC1C(=O)NCCN1Cc1ccc(Cl)c(F)c1 (stereo not drawn),6,-3
# Continuation:
SMILES,Avidin bead fluor,Pf gamet viab
N#Cc1cccnc1N1CCN(C(=O)c2ccco2)CC1,7,-10
Cn1c2ccccc2c2ncn(Cc3ccc(F)cc3)c(=O)c21,7,-8
CNc1nc(NC#N)nc(SC)n1,8,-18
N#Cc1c(N)nc2c(c1-c1ccc(F)cc1)CCC2,11,16
Cc1ccc(COCCN2CCN(S(=O)(=O)c3ccccc3)CCC2=O)cc1,9,19
Cc1cccc(/C=N/NC(=O)Cc2cccs2)c1,8,1
C=CCN1c2ccccc2[C@]23C[C@@H](C(=O)OC)N(C(=O)c4ccc(Br)cc4)C2=NC(C(=O)OC)=C(C(=O)OC)[C@H]13,8,-10
CC1(C)CC(=O)C(N=Nc2c(F)cccc2F)=C(O)C1,6,-2
CCCc1c(C(=O)Nc2ccc(F)cc2F)cnn1-c1ccccc1,2,22
S=C(Nc1ccccc1)N1CCN(Cc2ccccc2)CC1,11,5
N/C(Cc1ccc(Cl)cc1Cl)=N\OC(=O)c1ccc(Br)o1,23,5
C/C(=N\OCC(=O)Nn1c(C)nc2ccccc2c1=O)c1cccs1,8,8
O=C(COC(=O)CCc1ccccc1)Nc1ccccc1OC(F)F,17,-5
Cc1ccc(-c2nnc(SCC(=O)N/N=C/c3ccccc3C(=O)O)n2-c2ccc(C)cc2)cc1,7,-7
Cc1c(/C=N/NC(=O)c2ccc(Br)o2)cnn1C,8,-12
COc1ccc(C(=O)n2nc(C#N)c(C#N)c2N)cc1,8,4
Cc1nc2nc(SCC(=O)c3ccccc3)[nH]c2cc1Br,8,-14
NC(=O)COC(=O)c1ccc(NS(=O)(=O)c2ccc3c(c2)OCCO3)cc1,9,2
Cc1ccc(/C=C/C(=O)O)cc1S(=O)(=O)N1CCCc2ccccc21,6,7
COc1ccc(-c2ccc(C#N)c(SCC(=O)NCc3ccco3)n2)cc1OC,6,4
Nc1n[nH]c(C2CC2)c1N=Nc1ccc(Cl)cc1,4,7
Cc1ccc(-c2csc(NC(=O)C[n+]3cc(-c4ccccc4)n4c3CCC4)n2)cc1,9,8
COc1ccc(N/N=C(\C#N)C(=N)N2CCCCC2)cc1,6,4
O=C(C[n+]1cc(-c2ccc(Cl)cc2)n2c1CCC2)Nc1nc(-c2ccccc2)cs1,4,8
Cc1cccc(C(=O)N2CCN(c3ccc(N4CCOCC4)nn3)CC2)c1,2,-4
# (continued)
SMILES,Avidin bead fluor,Pf gamet viab
O=C(CN1c2ccccc2Sc2ccccc21)NNC(=S)Nc1ccc(Cl)cc1,7,-20
COc1ccc(Nc2nc(N)nc(CCl)n2)cc1,4,-21
CC(C)(CO)NC(=O)C12CC3CC(CC(Br)(C3)C1)C2,3,6
COc1ccc(/C(C)=N/N=C(N)N)c(OC)c1,6,-32
COCCCNC(=S)Nc1cc(C)c(C)cc1C,7,5
CCOc1ccccc1N1CN(Cc2ccccc2)CNC1=S,3,-15
COc1ccc(/C=C/c2nnc(NC(=O)C(C)(C)C)s2)cc1,10,12
COc1ccc(CC(=O)NCc2csc(-c3cccs3)n2)cc1OC,3,1
CCOc1ccc2nc(Cl)c(C3CC(c4ccco4)=NN3S(C)(=O)=O)cc2c1 (stereo not drawn),7,6
O=C(N/N=C/c1cc([N+](=O)[O-])ccc1O)c1ccncc1,7,12
COCCCNc1nc2ccccc2nc1NS(=O)(=O)c1ccc(C)c(C)c1,5,-13
CC(C)Oc1c(N2CCOCC2)c(=O)c1=O,7,16
O=C(NC1=NCCS1)c1ccc(Cl)c(S(=O)(=O)N2CCc3ccccc32)c1,10,0
CN(C)c1ccc(NC(=O)C(=O)C2C(=O)Nc3ccccc32)cc1 (stereo not drawn),5,10
CCOc1ccc(C(=O)N/N=C/c2c(C)[nH]c(=O)[nH]c2=O)cc1,7,-23
O=C(O)Cc1c(C(=O)O)[nH]c2ccc(C(=O)O)cc12,8,2
O=C1NC2(CCCCCCC2)C(=O)N1Cc1ccc(F)cc1,7,-3
O=[N+]([O-])c1ccc(SCCc2ccccn2)cc1,7,14
C[C@H](NC(=O)c1[nH]cnc1C(=O)Nc1ccc(CNC(=O)OC(C)(C)C)cc1)C(=O)OC(C)(C)C,9,-19
COc1ccc(C(=O)CSc2n[nH]c(=O)n2Cc2ccco2)cc1,11,-6
C/C(=N\O)C(C)(C)Nc1ccc(Cl)cc1,7,-10
COc1cc(/C=N/NC(=O)Cc2nnc(N)s2)cc(OC)c1OC,6,0
C/C(=N\Nc1ccc(Cl)c(C(=O)O)c1)c1cccs1,3,3
COc1ccc(Cn2cc(F)c(=O)n(C)c2=O)cc1[N+](=O)[O-],9,5
S=c1[nH]cc(-c2ccc(Cl)cc2)n1Cc1ccccc1,7,5
# Going on with the list.
SMILES,Avidin bead fluor,Pf gamet viab
Cc1ccc2c(-c3ccc([N+](=O)[O-])cc3)cc(=O)[nH]c2c1,6,-1
CC(=O)Nc1ccc2nsnc2c1,5,11
COC(=O)c1cn(Cc2ccc(C(F)(F)F)cc2)cc(F)c1=O,7,13
COC(=O)C1=C(O)/C(=C/c2cccc(OC)c2O)N=C1C,3,-8
O=C(Nc1ccc(F)cc1)Nc1ccccc1N1CCCCC1,6,-22
COc1ccc(CCN(C)C2CC(=O)N(c3ccccc3)C2=O)cc1OC (stereo not drawn),7,-20
CNC(=O)Nc1ccccc1C(=O)Nc1ccccc1,7,-18

# Screens from PubChem BioAssay.

# These rows are one share of the data. The share of hits here may be higher or lower than overall.
